Coupling enz = inhibits coupling enzyme system, counter-screen for aldolase hits; coupling enzyme system counterscreen, AmpLite Red fluorescence; AID 2472; activity change, negative = inhibition, % at 58.2 µM, hits read low; hit rate 0.67% among 290,000; in the data active means activity change below about -30%; further: on the % scale 0 is the no-effect control and ±100 the full control effect
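Activity here indicates interference with the coupling reaction, not aldolase inhibition. Compounds at 57.5 uM final met coupling enzymes for 10 min at RT; substrate and AmpLite Red detection followed, with a 525/598 nm fluorescence read after 20 min.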
VP16 counter = Gal4-VP16 reporter inhibition counter-screen. Drosophila S2 Gal4-VP16 UAS-luciferase, luminescence, 20 h. Potency, µM (doses to about 53.6 µM), for inactives: top-dose activity, negative = inhibition, usual class: inhibitors. hit rate 3.5% among 310,000. AID 2546;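 further: Gal4-VP16 expression switched on by copper sulfate through the metallothionein promoter; potency means the concentration at half of the fitted maximal effect; on the % scale 0 is the no-effect control and ±100 the full control effect; nearly all actives have a fitted effect of over 50% in size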
NPC1 promoter act = activates the NPC1 promoter. AID 485313. hit rate 2.4% among 320,000. Potency, µM (doses to about 9.22 µM), for the others: at the top dose activation, actives largely listed as activators. Huh7 NPC1 promoter luciferase reporter, 24 h;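 further: potency means the concentration at half of the fitted maximal effect; % of control where 0% means no effect; nearly all actives have a fitted effect of over 60% in size; reporter is driven by a mutant NPC1 promoter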
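Readout is luciferase luminescence, reflecting NPC1 promoter activation in stably transfected Huh7 cells after 24 h compound exposure at 37 °C in reduced-serum medium with 10% FBS.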
uPA surface inh = blocks generation of uPA at the cell surface | cell surface uPA generation assay, qHTS | Potency, µM (doses to about 38.3 µM), for inactives: at the top dose activity change, negative = inhibition, actives largely listed as inhibitors | hit rate 0.31% among 330,000 | AID 540303; active means well fitted inhibition curve with a large enough effect; inconclusive means small, poorly fitted or top-dose-only effect; inactive means no such curve, though single readings can be large or run the other way; tested in mouse RAW 264.7 cells; further: potency means the concentration at half of the fitted maximal effect; on the % scale 0 is the no-effect control and ±100 the full control effect; nearly all actives have a fitted effect of over 55% in size
ELG1 genotoxic = genotoxicity induction in ELG1-luciferase HEK293T cells | HEK293T ELG1-luciferase reporter, luminescence, 16 h | Potency, µM (highest dose often 46 µM), inactives show at the top dose activity change, positive = activation, usual class: activators | hit rate 1.3% among 330,000 | AID 504466; further: potency means the concentration at half of the fitted maximal effect; % of control where 0% means no effect; nearly all actives have a fitted effect of over 60% in size
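Reporter readout depends on ELG1 protein level, which increases with genetic stress. After 16 hr compound exposure at 37 °C, luciferase activity was quantified using ONE-Glo.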
Giardia kill = kills Giardia lamblia. hit rate 0.15% among 340,000. activity change, % at 7.66 µM, hits read low. Giardia lamblia trophozoite viability. AID 540267; in the data active means activity change below about -80%; inconclusive means between about -30% and that limit;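 further: parasites exposed to compound for two days anaerobically before the ATP read; on the % scale 0 is the no-effect control and ±100 the full control effect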
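Killing of trophozoites was scored by loss of ATP luminescence after a 48 hrs anaerobic exposure to compounds at 37 deg C, using 100 cells per well.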
KCNH2 3.1 inh = blocks the human KCNH2 3.1 channel isoform; U2OS KCNH2 3.1, thallium flux FluxOr; stronger effect = lower value; activity change, % (tested at about 1.8 µM); hit rate 0.95% among 340,000; AID 720553;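 active means maximum activity change below -70%; inconclusive means maximum activity change from -70% to -50%; inactive means maximum activity change above -50%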;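 further: thallium influx rate constant from kinetic fluorescence after stimulation buffer; on the % scale 0 is the no-effect control and ±100 the full control effect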
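Thallium flux read-out: FluxOr dye with Red40 quencher in HBSS/HEPES, 45 min at RT. Rate constants from kinetic reads were normalized to positive and negative DMSO controls. Cells: U2OS virally expressing the 3.1 isoform.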
FLuc modulator = counter-screen for miR-21 project: firefly luciferase inhibitors or activators; P08659; purified FLuc, Km substrates, luminescence inhibition; hit rate 6.9% among 360,000; Potency, µM (highest dose often 57.5 µM), inactives show top-dose activity change, negative = inhibition, hits mostly inhibitors;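 further: potency means the concentration at half of the fitted maximal effect; plate controls were vehicle for no effect and reference inhibitor for full effect; nearly all actives have a fitted effect of over 55% in size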
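Biochemical qHTS of compounds, final roughly 60 µM downward over six points, against 10 nM purified firefly luciferase using Km concentrations of substrates (10 uM D-luciferin, 10 uM ATP) in Tris acetate pH 7.5 buffer; luminescence output.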
Tb PFK block = T. brucei PFK enzyme inhibition; T. brucei PFK, ADP-Glo luminescence; Potency, µM (top dose mostly 57.5 µM), inactives show at the top dose activity, negative = inhibition, actives largely listed as inhibitors; hit rate 0.17% among 330,000; AID 485367;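 further: potency means the concentration at half of the fitted maximal effect; 0% = uninhibited 1x PFK enzyme wells and -100% = no-enzyme wells; nearly all actives have a fitted effect of over 60% in size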
Target sequence (O15648 whole entry, looked up): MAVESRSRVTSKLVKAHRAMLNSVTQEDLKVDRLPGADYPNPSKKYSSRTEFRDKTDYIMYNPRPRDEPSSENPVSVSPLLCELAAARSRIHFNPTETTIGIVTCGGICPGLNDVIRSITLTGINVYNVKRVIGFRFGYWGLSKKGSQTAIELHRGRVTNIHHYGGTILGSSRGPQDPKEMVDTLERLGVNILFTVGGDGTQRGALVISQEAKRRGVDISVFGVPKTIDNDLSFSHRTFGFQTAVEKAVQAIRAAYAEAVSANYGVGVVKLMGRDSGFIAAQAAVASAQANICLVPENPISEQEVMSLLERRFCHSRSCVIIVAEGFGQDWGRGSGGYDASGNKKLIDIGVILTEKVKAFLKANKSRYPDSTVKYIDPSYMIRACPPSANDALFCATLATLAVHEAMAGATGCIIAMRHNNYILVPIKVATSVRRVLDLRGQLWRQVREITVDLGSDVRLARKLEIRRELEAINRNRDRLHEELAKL
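Luminescent ADP detection (ADP-Glo, two-step: ATP depletion then ADP-to-ATP conversion for luciferase) reported PFK activity after 45 min room-temperature reaction of 1.25 nM enzyme with 0.5 mM F6P and 0.1 mM ATP at pH 8.0.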
Rab9 prom act = activators of Rab9 promoter; AID 485297; Potency, µM (doses to about 9.22 µM), for the others: top-dose activation, negative = inhibition, most hits filed as activators; hit rate 2.8% among 320,000; Huh7 Rab9 promoter-luciferase reporter, luminescence, 24 h; further: potency means the concentration at half of the fitted maximal effect; % of control where 0% means no effect; nearly all actives have a fitted effect of over 60% in size
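Luminescence read-out: Huh7 cells stably expressing Rab9-luciferase, treated 24 h with compound at 37 °C, then lysed with luciferase reagent for 10 min at ambient before reading.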
RORgamma inh = ROR gamma (mouse) transcription inhibition; P51450; Drosophila S2 Gal4-RORgamma UAS-luciferase reporter, 20 h; Potency, µM (titrated, usually from 53.6 µM), for inactives: top-dose activity change, negative = inhibition, most hits filed as inhibitors; hit rate 5.4% among 310,000; AID 2551; further: potency means the concentration at half of the fitted maximal effect; on the % scale 0 is the no-effect control and ±100 the full control effect; nearly all actives have a fitted effect of over 60% in size
Target sequence (P51450 whole entry, looked up, the tested form may be a part): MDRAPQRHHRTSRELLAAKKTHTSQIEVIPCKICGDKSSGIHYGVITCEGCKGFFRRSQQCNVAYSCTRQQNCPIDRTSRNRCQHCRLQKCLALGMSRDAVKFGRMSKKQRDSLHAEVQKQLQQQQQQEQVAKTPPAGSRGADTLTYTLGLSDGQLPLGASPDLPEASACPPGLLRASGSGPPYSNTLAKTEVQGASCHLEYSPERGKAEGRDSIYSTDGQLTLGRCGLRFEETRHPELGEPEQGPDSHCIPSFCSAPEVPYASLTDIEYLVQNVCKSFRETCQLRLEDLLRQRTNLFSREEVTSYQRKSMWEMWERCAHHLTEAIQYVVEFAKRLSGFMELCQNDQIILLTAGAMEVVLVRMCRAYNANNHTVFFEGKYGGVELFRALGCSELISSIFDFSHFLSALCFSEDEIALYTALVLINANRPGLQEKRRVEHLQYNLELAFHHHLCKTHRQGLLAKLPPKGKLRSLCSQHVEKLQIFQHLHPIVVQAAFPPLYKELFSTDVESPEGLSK
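Read-out: Photinus luciferase luminescence; inhibitors lower reporter signal. Insect Schneider cells with Gal4-ROR gamma fusion under metallothionein promoter, UAS reporter; 700 uM final copper sulfate induction, 20 hr, ambient temperature.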
* hit, by the source's call; ? = inconclusive; nt = not tested or not shown. Unless noted, the call rests on the fitted dose curve; in most records, active means well fitted curve in the direction sought with a large enough effect; inconclusive means small, poorly fitted or top-dose-only effect, or another doubt; inactive means no such curve, though single readings can be large; an effect the other way counts as inactive or inconclusive.

SMILES	Coupling enz	VP16 counter	NPC1 promoter act	uPA surface inh	ELG1 genotoxic	Giardia kill	KCNH2 3.1 inh	FLuc modulator	Tb PFK block	Rab9 prom act	RORgamma inh
O=C(NC1CCCCC1)N1CCCCCC1	1	2%	-4%	0%	3%	12	12	2%	2%	2%	-5%
O=C(CSc1ccccc1)NCc1ccccn1	0	8%	-1%	5%	6%	-21	1	-1%	0%	2%	-8%
Cc1cccc(-n2c(C)cc(/C=C3\C(=N)N4N=C(CC(C)C)SC4=NC3=O)c2C)c1	-3	-3%	-1%	-4%	0%	4	-4	3%	0%	-3%	-13%
CCOCC(=O)NCc1ccc2c(c1)OCO2	4	1%	nt	-4%	nt	-1	4	0%	nt	nt	2%
Cc1cc(C)c(S(=O)(=O)N2CCc3ccccc32)c(C)c1	-9	0%	-5%	-22%	0%	20	-24	-4%	1%	-3%	0%
CCCN1CCN(C(=O)C(NC(=O)c2ccco2)C(C)C)CC1 (centres undefined)	5	11%	-3%	1%	1%	1	5	-1%	2%	0%	-25%
Cc1cc(NC(=O)CSc2nnc(C)c(=O)n2N)no1	0	-1%	-5%	6%	-2%	-5	-4	-1%	-1%	-5%	-5%
NS(=O)(=O)c1ccc(CCNC(=S)NC(=O)c2ccccc2Br)cc1	nt	nt	nt	0%	-1%	-16	-4	nt	-3%	nt	nt
CCN(CC)c1ccc(NC(=O)c2ccccc2F)cc1S(=O)(=O)Nc1ccccc1OC	3	-15%	-1%	6%	-4%	-2	13	-14%	-3%	-6%	-7%
Cc1cccc(Cn2cnc3ccccc32)c1	2	-23%	-1%	-9%	2%	-11	2	-3%	-13%	-6%	?
CC(C)(C)c1ccc(OCC(=O)N2CCCCCC2)c(Br)c1	-9	-12%	?	3%	?	4	7	15µM*	0%	?	1%
CCC1CCCCN1C(=O)Cn1c(=O)n(CCC(=O)NCc2ccco2)c(=O)c2sccc21 (centres undefined)	3	-9%	-3%	-4%	-3%	-14	2	1%	-4%	13%	10%
Cc1cc(NC(=O)CSCC(=O)OCc2nnc(-c3ccc(F)cc3)o2)no1	nt	nt	nt	1%	1%	-2	15	nt	-1%	nt	nt
CCCC(C(=O)NCC1CCCO1)N(C(=O)CNS(=O)(=O)c1ccccc1)c1ccc(F)cc1 (centres undefined)	0	3%	-4%	3%	16%	-10	-4	4%	2%	-1%	7%
O=C1/C(=C/c2cccnc2)Oc2cc(OS(=O)(=O)c3ccccc3)ccc21	1	?	8%	nt	?	5	4	?	-1%	10%	12%
Cc1cc(C(=O)Nc2c(C)n(C)n(-c3ccccc3)c2=O)c(C)o1	-1	-15%	-1%	nt	0%	-9	10	3%	0%	1%	-2%
CC(O)c1nc2cc([N+](=O)[O-])ccc2n1Cc1ccccc1 (centres undefined)	0	2%	-2%	-6%	-5%	-22	-31	0%	-6%	-2%	4%
CC(C(=O)OCC(=O)Nc1ccc(S(N)(=O)=O)cc1)N1C(=O)c2ccccc2C1=O (centres undefined)	nt	nt	nt	5%	3%	10	14	nt	-1%	nt	nt
Cn1c(/C=N/O)nc2ccccc21	-8	-9%	7%	1%	4%	23	2	-3%	0%	13%	-5%
O=C(NCc1ccc(Cl)cc1)C(=O)NCC(c1ccco1)N1CCOCC1 (centres undefined)	-2	-17%	-6%	-4%	-2%	5	5	1%	-2%	-2%	7%
CC(C)c1ccc(NC2CCCN(C(=O)c3ccoc3)C2)cc1 (centres undefined)	0	-25%	-7%	-7%	0%	16	0	-4%	2%	6%	10%
COc1ccc(-n2nc(C(=O)NCc3cc(OC)ccc3OC)c3c4ccccc4n(C)c3c2=O)cc1	0	-4%	-3%	3%	-5%	21	3	6%	2%	-1%	1%
CC(=O)c1c(C)[nH]c(C(=O)COC(=O)CCOc2ccc(C)cc2)c1C	nt	nt	8%	-8%	0%	-22	-1	-1%	-9%	0%	nt
Cc1nc2sccn2c(=O)c1Cl	-1	3%	1%	9%	-1%	15	2	6%	-1%	2%	-11%
O=C1CC(N2CCN(c3ccc(F)cc3)CC2)C(=O)N1c1ccccc1 (centres undefined)	0	2%	-1%	4%	4%	-7	-2	-2%	-1%	-8%	6%

Some entries already given, showing only Giardia kill and RORgamma inh:
compound,Giardia kill,RORgamma inh
O=C1/C(=C/c2cccnc2)Oc2cc(OS(=O)(=O)c3ccccc3)ccc21,5,12%
Cc1cc(C(=O)Nc2c(C)n(C)n(-c3ccccc3)c2=O)c(C)o1,-9,-2%

New compounds follow
SMILES	Coupling enz	VP16 counter	NPC1 promoter act	uPA surface inh	ELG1 genotoxic	Giardia kill	KCNH2 3.1 inh	FLuc modulator	Tb PFK block	Rab9 prom act	RORgamma inh
O=C(Cc1cc(=O)[nH]c(=O)[nH]1)NCc1ccc(Cl)cc1	3	-11%	-3%	3%	0%	-15	29	0%	-22%	-5%	-20%
CS/C(=N/S(=O)(=O)c1ccc(C)cc1)c1ccccc1	0	-8%	-3%	-1%	-2%	-5	3	4%	5%	-5%	17%
CCc1noc(C)c1C(=O)Nc1cc(S(=O)(=O)N2CCOCC2)ccc1OCC(F)(F)F	nt	nt	1%	-5%	3%	2	38	2%	-7%	-3%	nt
Nc1ccc(C(=O)Oc2ccc([N+](=O)[O-])cc2)c(O)c1	-6	4%	-2%	nt	-1%	nt	nt	15µM*	5%	2%	2%
CCn1cc(C(=O)NCC(=O)NC(C)(C)CO)c(=O)c2cc3c(cc21)OCO3	0	-3%	1%	6%	0%	6	11	-1%	0%	1%	1%
CNc1oc(-c2cccc3ccccc23)nc1C#N	1	0%	-1%	0%	7%	-5	10	-17%	-1%	4%	-21%
O=C(O)CCN1C(=O)NC2(CCCC2)C1=O	1	1%	-1%	-2%	-1%	-7	-8	0%	-15%	-5%	12%
CC(C)N1CC(C(=O)Nc2ccccc2)CC1=O (centres undefined)	2	5%	-2%	-9%	2%	15	2	-2%	0%	-3%	3%
CCSc1nnc(NC(=O)c2c(C)noc2C)s1	-3	-7%	1%	1%	11%	2	14	-15%	-11%	9%	-29%
CCc1ccc(NC(=O)c2ccc(NC3=NC4CS(=O)(=O)CC4S3)cc2)cc1 (centres undefined)	nt	?	3%	-11%	10%	0	12	?	-3%	-5%	24%
COc1ccc(C(=O)Nc2cccc3c2C(=O)NC3=O)cc1S(=O)(=O)N1CCOCC1	1	1%	-2%	14%	10%	23	4	4%	-11%	-2%	-10%
Cc1ccc(NC(=O)CSc2ccc(-c3cccnc3)nn2)cc1Cl	-1	-7%	0%	-3%	1%	-27	-19	3%	-2%	4%	0%
Cc1c(C)c2ccc(OCC(=O)N[C@@H](Cc3c[nH]c4ccccc34)C(=O)O)cc2oc1=O	0	-8%	1%	3%	4%	14	0	4%	8%	-12%	5%
Cc1ccc(Nc2ncccc2C(N)=O)cc1	0	-3%	3.5µM*	10%	?	-28	1	?	-2%	2.8µM*	17%
CCCC(c1nnnn1CC1CCCO1)N1CCN(c2cc(Cl)ccc2C)CC1 (centres undefined)	-1	0%	-4%	5%	-2%	21	-1	1%	-4%	1%	-18%
Cc1ccnc(NC(=O)c2ccc(S(=O)(=O)c3ccccc3)cc2)c1	3	2%	-7%	7%	-6%	-14	-12	-3%	-2%	1%	27%
COc1ccccc1N(C(=O)c1csnn1)C(C(=O)NC1CCCC1)c1ccccc1 (centres undefined)	0	0%	-4%	-1%	3%	-11	-6	-1%	-1%	1%	1%
O=C(Cn1nc(Cc2ccncc2)c2ccccc2c1=O)N1CCN(C(=O)c2ccco2)CC1	1	5%	0%	6%	1%	1	3	0%	1%	-3%	32%
Cc1ccc(C2CC(=O)C(C=NCCN3CCN(C(=S)Nc4ccc(F)cc4)CC3)=C(O)C2)cc1 (centres undefined)	-5	?	0%	-3%	4%	-19	3	-16%	0%	-3%	33%
O=C(CSC1CCCCC1)Nc1ccccc1Br	6	-9%	3%	0%	11%	-3	7	?	2%	-1%	4%
Cc1oc(-c2cc(F)cc(F)c2)nc1CN1CCSCC1	0	-13%	0%	-1%	1%	-1	?	-17%	-8%	-5%	-20%
C[n+]1cccc(/C=N/NC(=O)CC23CC4CC(CC(C4)C2)C3)c1	2	0%	-2%	-1%	0%	6	14	-2%	2%	-3%	-2%
Cc1ccc2cc3c(N)c(C(=O)N4CC(=O)Nc5ccccc54)sc3nc2c1	1	-8%	-13%	nt	26%	nt	nt	-14%	2%	-4%	?
Cc1ccc(C)c(OCC(=O)NNC(=O)c2ccc(NC(=O)C3CC3)cc2)c1	nt	-11%	-1%	0%	1%	28	-9	-4%	-1%	-3%	1%
C/C(CC(=O)Nc1ccc(Cl)cc1C(F)(F)F)=N\NC(=O)c1cccs1	2	?	0%	-8%	13%	-19	-11	?	-6%	0%	-80%
O=C1CN(c2ccccc2)C(=S)N1C(=O)c1ccc(Br)cc1	-2	?	2.2µM*	-1%	18µM*	2	11	12µM*	0%	3.2µM*	?
CCOC(=O)N1CCC(NC(=O)c2cc(S(=O)(=O)N3CCC4(CC3)OCCO4)ccc2F)CC1	4	-29%	-4%	nt	-7%	-9	1	0%	0%	-3%	?

High-throughput results (PubChem BioAssay)
